Screens (PubChem)
All columns: NCI-60 one-dose screen, growth in % after 48 h at 10 µM unless noted; 100 = growth as untreated, 0 = no growth, -100 = all killed.
NCI-H23: NCI-H23 lung cancer. hit rate 4% among 80,000
COLO 205: COLO 205 colon cancer; hit rate 7.3% among 79,000; AID 1794742
NCI/ADR-RES: NCI/ADR-RES ovarian cells; hit rate 4.4% among 81,000; AID 1794790
NCI-H460: NCI-H460 lung cancer; hit rate 6.8% among 82,000
IGROV1: IGROV1 ovarian cancer | hit rate 4.7% among 79,000
NCI-H226: NCI-H226 lung cancer. hit rate 3.5% among 79,000
KM12: KM12 colon cancer cells | AID 1794800 | hit rate 5% among 82,000
NCI-H322M: NCI-H322M lung cancer | hit rate 2.7% among 80,000
NCI-H522: NCI-H522 lung cancer; hit rate 8% among 78,000
The depositor's hits bear a star; . = no result given; & = joins results of further samples. The calls were made as follows: active = growth percent below 10; inactive = the rest. An unsorted share of the library; any-hit rate near 12%.

SMILES	NCI-H23	COLO 205	NCI/ADR-RES	NCI-H460	IGROV1	NCI-H226	KM12	NCI-H322M	NCI-H522
COc1ccc(-n2nc3c(c2-c2cc(OC)c(OC)c(OC)c2)-c2oncc2CC3)cc1	91.4	.	86.9	87.3	82.8	97.6	87.9	87.9	59.3
COC(=O)c1nc(=S)[nH]c(C(=O)OC)c1C(=O)c1ccc(O)cc1	104.6	124.7	110.0	109.2	111.3	96.9	110.5	103.4	100.2
COc1cc2cc3c(nc2cc1OC)CCN3Cc1ccc(NC(=O)c2ccc(Cl)c(C(F)(F)F)c2)cc1	99.7	109.2	99.4	106.6	78.5	71.2	109.3	84.9	86.6
NC(CCc1ccccc1)c1ccccc1 (stereo not drawn)	101.4	95.6	104.2	106.6	101.3	88.8	102.9	96.6	78.1
O=C1Nc2ccccc2/C1=C/c1ccc(COCC2CO2)n1-c1ccc(Cl)cc1 (stereo not drawn)	102.6	117.1	99.3	113.9	113.5	103.8	101.0	110.8	92.8
C[C@]12CC[C@@H]3c4ccc(O)cc4CC[C@H]3[C@@H]1CC[C@@H]2NS(=O)(=O)c1cccc(Br)c1	68.1	64.7	56.2	61.7	53.1	60.5	51.2	70.6	40.4
CC(C)OC(=O)[C@]12CCC(C)(C)C[C@H]1C1=CC[C@@H]3[C@@]4(C)CCC(=O)C(C)(C)[C@@H]4CC[C@@]3(C)[C@]1(C)CC2	97.0	104.4	95.6	107.8	106.6	94.7	99.8	104.7	88.4
C=CN1C(=O)c2ccccc2C1=O	100.4	100.9	101.0	110.9	105.9	98.3	105.5	120.6	97.6
COc1ccc(CNc2cc3cc(OC)c(OC)cc3c(C)n2)cc1CN1CCN(C)CC1	85.0	84.0	94.6	100.7	91.2	92.4	96.0	88.4	81.6
COc1ccc(OC)c(C2C(C#N)=C(N)Oc3cc(O)ccc32)c1 (stereo not drawn)	88.0	101.4	94.7	107.7	104.8	.	94.0	102.2	80.3
COc1ccccc1NC(=O)N1CCN(C(=O)Nc2ccccc2OC)CC1	116.9	100.9	120.7	109.4	.	103.0	100.5	108.7	87.9
N#CC1=C(N)Oc2n[nH]c(-c3ccc(F)cc3)c2C1c1ccco1 (stereo not drawn)	90.0	98.3	97.9	101.0	83.3	90.3	89.6	91.3	77.9
CC(C)CCC[C@@H](C)[C@H]1CC[C@H]2[C@@H]3CC=C4C[C@@H](SC#N)CC[C@]4(C)[C@H]3CC[C@]12C	103.3	.	108.6	101.1	109.5	86.9	101.9	110.2	91.1
COC(=O)c1nc(N)nc(C(=O)OC)c1C(=O)C(C)(C)C	103.9	116.9	110.1	111.5	110.3	98.8	95.8	106.9	101.9
C/C(=N/Nc1ccc([N+](=O)[O-])cn1)C(C)(C)C	95.4	120.6	104.0	104.4	118.5	103.9	101.7	113.4	87.5
O=C(CSc1nc2ccccc2c(=O)n1CCc1ccccc1)NCc1ccccc1	90.7	98.9	82.0	71.8	61.5	87.2	93.7	74.1	72.6
Cc1nn(-c2ccc(Cl)cc2)c2ncnc(N/N=C/c3ccccc3)c12	95.5	90.7	95.7	72.0	67.0	69.0	83.5	82.5	86.2
Cn1c(=S)[nH]c2c(Cl)cc(Cl)cc2c1=O	101.2	111.7	100.5	104.4	108.7	90.8	107.5	105.3	99.5
CCOC(=O)c1[nH]c(CO)c(C(=O)OCC)c1C	106.9	151.4	107.2	117.1	.	93.5	128.1	108.5	30.2
O=C(CCl)Nc1ccc2c(c1)C(=O)c1ccc(NC(=O)CCl)cc1C2=O	-68.7*	-50.8*	-53.8*	-45.9*	-62.1*	-11.6*	-72.2*	-36.5*	-65.2*
Nc1[nH]n2cc(-c3ccc(Cl)cc3)nc2c1N=Nc1ccc(S(N)(=O)=O)cc1	88.9	108.8	97.4	75.2	78.9	89.8	91.3	74.7	70.3
Clc1ccc(/C=N\N2CCCCCC2)c(Cl)c1	112.0&104.4	121.1&102.8	116.9&112.1	110.8&112.9	107.3&111.4	102.8&103.8	98.9&102.7	106.0&117.5	120.5
N#Cc1c(-c2ccco2)[nH]c(=S)[nH]c1=O	21.4	85.4	25.8	104.3	111.5	92.3	95.8	83.6	91.1
O=c1[nH]cc(C(O)Cc2ccccc2)c(=O)[nH]1 (stereo not drawn)	111.8	115.0	109.4	100.5	120.2	97.7	104.9	96.9	100.0
Cc1ccc(S(=O)(=O)O[C@@H]2CCCC[C@H]2OS(=O)(=O)c2ccc(C)cc2)cc1	79.3	137.3	77.6	103.5	.	89.5	67.5	72.0	76.5
Carrying on.
SMILES	NCI-H23	COLO 205	NCI/ADR-RES	NCI-H460	IGROV1	NCI-H226	KM12	NCI-H322M	NCI-H522
CCN(CCC(=O)OC)Cc1ccnc2ccccc12	99.3	95.4	105.0	109.7	101.5	99.5	107.2	98.1	71.1
CC1(C)CC(=O)CC(=O)C1	93.8&103.5	110.8&121.0	98.8&101.2	107.0&105.7	101.3&90.1	97.2&95.3	104.6&102.9	91.2&81.3	75.8&98.6
CC(=O)Nc1cccc(-c2nc3ccc(-c4ccc(O)cc4)cc3[nH]2)c1	54.3	74.1	101.2	60.8	65.1	72.9	34.9	80.6	31.7
O=C(Nc1ccc(OS(=O)(=O)c2ccc(F)cc2)cc1)C1CCCCCC1	83.6	64.6	82.1	95.5	117.7	94.3	70.3	105.7	81.2
Clc1ccc(-c2nc3ccc(-c4nnc(SCc5ccccc5)o4)cc3[nH]2)cc1	18.3	55.3	-9.9*	41.4	27.1	40.3	35.5	27.6	10.3
O=C(c1ccccc1)c1ccsc1C(=O)c1ccccc1	101.9	116.5	109.2	104.7	94.0	.	93.6	93.0	85.6
Cc1ccc2nc(-c3c(C)nn(-c4ccccc4)c3N3CCCCC3)[nH]c2c1	95.0	112.8	89.4	93.7	73.4	92.4	90.0	105.6	90.5
CC1=CC(=O)Nc2ccccc2S1	94.8	124.2	112.2	104.7	112.0	94.5	106.1	117.0	112.3
COc1cc(/C=C/c2nnc(-c3cc(-c4ccc(Cl)cc4)n[nH]3)o2)cc(OC)c1OC	79.3	98.6	76.3	81.4	89.3	88.0	90.0	105.4	.
CNC(=O)OCn1cnc(Cl)c1Cl	106.9	98.9	107.9	101.2	108.0	98.8	.	96.4	100.5
NS(=O)(=O)c1cccc(Nc2nc(SCc3ccc([N+](=O)[O-])cc3)nc3ccccc23)c1	.	94.4	88.9	42.0	72.6	59.8	45.1	65.9	41.9
CN1C(=O)C2(Nc3ccccc3-c3ccnn32)c2cc(Cl)ccc21 (stereo not drawn)	93.7	116.5	94.8	106.2	99.0	87.9	106.2	96.0	98.5
Nc1nc(-c2cc(Cl)cc(Cl)c2)cc(-c2cc3ccccc3oc2=O)n1	82.9	100.7	92.3	96.9	.	85.1	97.4	.	85.9
C#CCN1C(=O)c2cccc3c(-c4ccc5c(c4)c(-c4nc6ccccc6s4)cn5CC=C)ccc(c23)C1=O	97.9	116.0	102.6	102.0	97.8	97.4	100.2	98.8	91.8
O=C(NCc1ccccc1)C(=O)c1cn(Cc2ccc(Cn3cc(C(=O)C(=O)NCc4ccccc4)c4ccccc43)cc2)c2ccccc12	100.3	116.4	104.8	106.7	99.7	98.3	110.2	93.8	92.8
COc1ccc(CCC2CCCCN2CCc2ccccc2)cc1OC (stereo not drawn)	88.3	96.2	94.6	102.6	105.6	81.9	98.4	94.9	64.1
O=[N+]([O-])c1ccc(Oc2ccc(CCCc3ccccc3)cc2)c([N+](=O)[O-])c1	86.7	98.5	83.4	84.1	96.4	100.2	92.7	108.8	79.8
COC(=O)CCC(=O)c1ccc(OC)cc1	107.3	104.5	105.9	109.1	99.1	97.6	100.6	96.3	78.2
N#CC1=C(N)Oc2c(ccc3ccccc23)C1c1ccccc1[N+](=O)[O-] (stereo not drawn)	80.7	108.6	94.6	95.1	53.9	56.4	95.0	91.1	83.3
CC12OC(CC(O)C1O)n1c3ccccc3c3c4c(c5c6ccccc6n2c5c31)C(=O)N(CCN1CCOCC1)C4=O (stereo not drawn)	-6.6*	-2.3*	15.4	-12.5*	5.7*	-35.6*	14.6	14.5	-16.3*
N#C/C(=C/c1ccc(O)c([N+](=O)[O-])c1)c1nc(-c2ccc([N+](=O)[O-])cc2)cs1	13.6	51.2	33.4	20.5	55.9	52.0	36.0	52.8	11.2
Cc1cc(N2CCN(c3ccnc4cc(Cl)ccc34)CC2)nc(NC2CCCCC2)n1	29.9	-48.4*	.	1.4*	18.6	64.4	30.1	58.5	50.2
Cc1ccc(-c2cc(CS(=O)(=O)N3CC=CC3)on2)cc1	99.3	113.9	102.1	104.9	101.6	91.0	109.0	106.5	85.1
O=C1/C(=C/c2cccc(F)c2)Sc2ccc(F)cc21	.	107.8	97.4	101.6	90.0	85.4	94.6	102.5	84.0
N#C/C(=C1C=C/C(=N/O)C=C/1Cl)c1ccccc1	103.5	101.8	99.8	105.1	96.8	95.1	90.2	92.4	96.8
Next structures follow.
SMILES	NCI-H23	COLO 205	NCI/ADR-RES	NCI-H460	IGROV1	NCI-H226	KM12	NCI-H322M	NCI-H522
Cc1cc(Br)nnc1Br	106.2	100.4	120.4	117.5	.	87.2	96.6	.	110.3
O=[N+]([O-])c1cc(F)ccc1O	101.2	112.9	112.4	100.9	106.4	105.3	107.9	102.2	108.3
Cc1nn(-c2ccc(Cl)cc2)c2c1C(c1ccc(O)cc1)C(C#N)=C(N)O2 (stereo not drawn)	99.4	109.8	101.9	109.6	96.6	102.7	103.7	106.0	96.8
O=[N+]([O-])c1cc(Cl)ccc1Oc1ccc(Cl)cc1	102.0	120.8	102.8	100.0	90.8	93.9	98.2	109.9	94.3
c1ccc(-c2c3c(cn2CCN2CCCCC2)-c2oncc2CC3)cc1	107.9	115.5	100.9	106.3	115.8	100.6	101.8	102.7	95.9
Cc1ccc(S(=O)(=O)NCCCCc2ccccc2)cc1	102.9	113.1	103.5	106.2	107.7	84.8	100.5	104.0	87.6
Brc1cn2ccnc2c(-c2cccs2)n1	101.4	106.1	.	100.6	104.1	92.7	100.2	110.3	93.8
Clc1nc(N2CCOCC2)c2[nH]cnc2n1	109.2	97.9	105.6	103.3	87.9	95.1	106.8	94.0	91.3
O=C1NC(=O)C(c2ccccc2)N1 (stereo not drawn)	102.6&105.0	99.6&113.7	104.9&101.3	105.1&103.5	104.6&104.0	101.0&101.9	103.1&98.7	110.8&103.9	96.2
CCCCNC(=O)NS(=O)(=O)c1ccc(N2N=C(c3ccc(C)cc3C)CC2c2ccc(C)cc2)cc1 (stereo not drawn)	91.3	94.5	70.3	80.6	105.2	82.5	65.2	99.8	.
NC(N)=N/C(N)=N/NC(=O)c1ccncc1	104.9	109.5	116.7	107.4	104.0	109.6	104.7	103.1	96.6
NS(=O)(=O)c1ccc(-n2nccc2-c2cc3cc(Br)ccc3oc2=O)cc1	98.8	123.4	99.5	103.3	90.8	99.2	98.7	96.0	88.3
Cn1c(N2NC(=O)CC2=O)nc(-c2ccccc2)c(C#N)c1=O	84.9	112.9	85.5	109.2	104.7	105.2	101.7	97.7	98.1
CN1C(=S)N(C)C2C1NC(=O)N2/N=C/C=C/c1ccccc1[N+](=O)[O-] (stereo not drawn)	93.1	110.2	92.5	100.6	103.8	85.4	104.0	102.5	96.5
CC1SC(c2ccc([N+](=O)[O-])cc2)N(NC(=O)CCC(=O)c2nc3ncccc3[nH]2)C1=O (stereo not drawn)	94.5	110.1	99.3	104.1	96.2	93.7	97.6	105.1	90.6
COCCOC(=O)CCCCCC1CCCCC1	97.9	108.4	102.6	103.1	107.1	97.3	102.4	95.7	94.6
C=CCCCCCCCCCBr	51.5	88.9	82.7	47.3	75.9	75.7	42.7	91.2	59.3
CC1(C)CC[C@]2(CO)CC[C@]3(C)[C@H](CC[C@@H]4[C@@]5(C)CC[C@H](O)C(C)(C)[C@@H]5CC[C@]43C)[C@H]2[C@H]1O	87.1	93.8	80.8	21.0	102.1	79.1	65.2	69.2	84.8
COc1cc(-c2cn(-c3ccc(Cl)cc3)c(=O)n2C(C)=O)cc(OC)c1OC	87.9	85.8	98.1	100.5	99.2	97.8	90.4	70.7	82.7

Filtered by structure, the compounds so far with an aryl methoxy group (nine)
SMILES	NCI-H23	COLO 205	NCI/ADR-RES	NCI-H460	IGROV1	NCI-H226	KM12	NCI-H322M	NCI-H522
COc1ccc(-n2nc3c(c2-c2cc(OC)c(OC)c(OC)c2)-c2oncc2CC3)cc1	91.4	.	86.9	87.3	82.8	97.6	87.9	87.9	59.3
COc1cc2cc3c(nc2cc1OC)CCN3Cc1ccc(NC(=O)c2ccc(Cl)c(C(F)(F)F)c2)cc1	99.7	109.2	99.4	106.6	78.5	71.2	109.3	84.9	86.6
COc1ccc(CNc2cc3cc(OC)c(OC)cc3c(C)n2)cc1CN1CCN(C)CC1	85.0	84.0	94.6	100.7	91.2	92.4	96.0	88.4	81.6
COc1ccc(OC)c(C2C(C#N)=C(N)Oc3cc(O)ccc32)c1 (stereo not drawn)	88.0	101.4	94.7	107.7	104.8	.	94.0	102.2	80.3
COc1ccccc1NC(=O)N1CCN(C(=O)Nc2ccccc2OC)CC1	116.9	100.9	120.7	109.4	.	103.0	100.5	108.7	87.9
COc1cc(/C=C/c2nnc(-c3cc(-c4ccc(Cl)cc4)n[nH]3)o2)cc(OC)c1OC	79.3	98.6	76.3	81.4	89.3	88.0	90.0	105.4	.
COc1ccc(CCC2CCCCN2CCc2ccccc2)cc1OC (stereo not drawn)	88.3	96.2	94.6	102.6	105.6	81.9	98.4	94.9	64.1
COC(=O)CCC(=O)c1ccc(OC)cc1	107.3	104.5	105.9	109.1	99.1	97.6	100.6	96.3	78.2
COc1cc(-c2cn(-c3ccc(Cl)cc3)c(=O)n2C(C)=O)cc(OC)c1OC	87.9	85.8	98.1	100.5	99.2	97.8	90.4	70.7	82.7
